Source: PubChem
SRC3 inh: SRC3 coactivator transcriptional activity inhibitors, primary screen, cell-based, luminescence; Nuclear receptor coactivator 3 (Homo sapiens), Q9Y6Q9; HEK293 GAL4-SRC3 luciferase reporter; inhibition, % at 3.6 µM; hit rate 0.17% among 360,000;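 active = inhibition above a per-campaign cutoff, the mean of all compounds plus 3 SD, cut at about 60% in these data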;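 note: 0% = DMSO-treated cells and 100% = gossypol-treated cells at 36 µM; higher means less SRC3-driven luciferase light from the GAL4 reporter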
SRC2 inh: inhibition of GAL4-SRC2 driven luciferase reporter, primary screen, SRC2 inhibitor project, cell-based, luminescence; Nuclear receptor coactivator 2 (Homo sapiens), Q15596; HEK293 GAL4-SRC2 luciferase reporter; inhibition, % at 9 µM; hit rate 0.17% among 370,000;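 active = inhibition above the mean inhibition of all tested compounds plus 3 SD, set per campaign, cut at about 52% in these data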;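 note: 0% = DMSO treated cells and 100% = cells given Gossypol at 36 µM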
MC4R ag barr: MC4R agonists recruiting beta-arrestin, primary screen, cell-based, luminescence, agonist arm of biased-ligand search | hit rate 0.98% among 360,000 | activation, % at 8.9 µM | U2OS MC4R beta-arrestin complementation; percent of melanotan II response, DMSO zero;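 active = activation above a per-plate cutoff, the mean activation of sample wells on that plate plus 3 SD, cut at about 8% in these data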
MC4R antag cAMP: MC4R antagonists of cAMP signaling, primary screen, cell-based, TR-FRET, antagonist arm of biased-ligand search; Melanocortin receptor 4 (Homo sapiens), P32245; MC4R-expressing cells, MTII-stimulated cAMP, LANCE TR-FRET; inhibition, % at 6.5 µM; hit rate 0.48% among 360,000; AID 540295, 2011;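 active = inhibition above its plate's cutoff, the mean of tested wells on that plate plus 3 SD, cut at about 29% in these data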;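 note: 0% = Melanotan II alone and 100% = Melanotan II plus saturating MCL0020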
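Assay system: human MC4R-expressing U2OS cells; reagent: Melanotan II stimulation of cells; dosing: 6.5 µM single dose; timing: compound 30 min, challenge 1 h, detection 1 h; signal: TR-FRET cAMP assay; replicates: one well per compound, no replicates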
COUP-TFII inh: NR2F2 transcriptional activity inhibitors, primary screen, cell-based, luciferase reporter, HEK293T, luminescence; COUP transcription factor 2 (Homo sapiens), P24468; HEK293T NGFI-A luciferase reporter; inhibition, % at 8.6 µM; hit rate 0.7% among 370,000; AID 686940, 2013;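 active = inhibition above a per-plate cutoff, mean inhibition of test wells between control levels plus 3 SD, cut at about 38% in these data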;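 note: cells cotransfected with COUP-TFII expression vector driving the NGFI-A reporter; 0% = median of COUP-TF2 test wells and 100% = reporter-only cells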
SRC1 inh: SRC1 coactivator transcriptional activity inhibitors, primary screen, cell-based, luminescence; Nuclear receptor coactivator 1 (Homo sapiens), Q15788; hit rate 0.12% among 360,000; inhibition, % at 3.6 µM; HEK293 GAL4-SRC1 luciferase reporter;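 active = inhibition above the campaign mean plus 3 SD, with each screening campaign given its own cutoff, cut at about 60% in these data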;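 note: 0% = DMSO treated cells and 100% = gossypol at 36 µM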
NOD2 RIPK2 PPI: NOD2-RIPK2 binding disruptors in cells, primary screen, fluorescence, CHO cells, BLA complementation | Receptor-interacting serine/threonine-protein kinase 2 (Homo sapiens), O43353 | inhibition, % at 4.98 µM | hit rate 0.38% among 360,000 | CCF4 ratio; in the data active = inhibition above about 21%;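 note: 0% = vehicle only and 100% = reference blocker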
ABHD5 PLIN5 PPI: ABHD5-PLIN5 interaction inhibitors, primary screen, cell lysate, split luciferase complementation, luminescence. Perilipin-5 (Homo sapiens) + 1-acylglycerol-3-phosphate O-acyltransferase ABHD5 (Homo …. Split G. princeps luciferase complementation, 4 h. inhibition, % at 4 µM. hit rate 0.78% among 360,000. AID 602281, 2012;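 active = inhibition above the mean inhibition across every tested compound plus 3 SD, cut at about 22% in these data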;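 note: 0% = DMSO only wells and the 100% control is not disclosed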
LRH-1 inv ag: LRH-1 (NR5A2) inverse agonists, primary screen, cell-based, luminescence, HEK293T, StAR-luciferase reporter; Nuclear receptor subfamily 5 group A member 2 (Homo sapiens), O00482; LRH-1 transfected, 24 h; inhibition, % at 3.6 µM; hit rate 0.13% among 360,000;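 active = inhibition above the mean inhibition of all tested compounds plus 3 SD, cut at about 73% in these data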;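 note: 0% = DMSO wells and 100% = reporter-only cells lacking LRH-1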
EBV LMP1 NFkB: EBV LMP1-driven NF-kappaB luciferase reporter inhibitors, primary screen, cell-based, luminescence, single point | LMP1-induced NF-kappaB luciferase reporter cells | inhibition, % at 12.5 µM | hit rate 0.69% among 350,000 | AID 504558, 2011; in the data active = inhibition above about 41%;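 note: 0% = neutral control wells and 100% = reference inhibitor control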
TLR9-MyD88 inh: inhibitors of TLR9-MyD88 association in cells, primary screen, cell-based, CHO, BLA complementation, fluorescence | Toll-like receptor 9 (Homo sapiens) + Myeloid differentiation primary response protein … | CCF4 FRET ratio | inhibition, % at 4.98 µM | hit rate 0.21% among 340,000 | AID 504734, 2011;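 active = inhibition above the mean over all tested compounds plus 3 SD, cut at about 21% in these data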;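 note: 0% = DMSO only wells and 100% = clavulanate BLA inhibitor control wells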
Target sequence (Q99836 whole entry, looked up): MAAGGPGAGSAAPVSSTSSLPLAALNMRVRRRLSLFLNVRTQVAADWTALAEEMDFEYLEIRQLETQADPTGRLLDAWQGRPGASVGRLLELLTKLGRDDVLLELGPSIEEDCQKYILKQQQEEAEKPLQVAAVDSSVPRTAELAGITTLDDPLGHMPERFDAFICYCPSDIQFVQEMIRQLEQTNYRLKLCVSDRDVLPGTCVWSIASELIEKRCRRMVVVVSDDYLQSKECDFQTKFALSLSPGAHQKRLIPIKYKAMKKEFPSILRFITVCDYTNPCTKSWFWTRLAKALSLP
Target sequence (Q9NR96 whole entry, looked up): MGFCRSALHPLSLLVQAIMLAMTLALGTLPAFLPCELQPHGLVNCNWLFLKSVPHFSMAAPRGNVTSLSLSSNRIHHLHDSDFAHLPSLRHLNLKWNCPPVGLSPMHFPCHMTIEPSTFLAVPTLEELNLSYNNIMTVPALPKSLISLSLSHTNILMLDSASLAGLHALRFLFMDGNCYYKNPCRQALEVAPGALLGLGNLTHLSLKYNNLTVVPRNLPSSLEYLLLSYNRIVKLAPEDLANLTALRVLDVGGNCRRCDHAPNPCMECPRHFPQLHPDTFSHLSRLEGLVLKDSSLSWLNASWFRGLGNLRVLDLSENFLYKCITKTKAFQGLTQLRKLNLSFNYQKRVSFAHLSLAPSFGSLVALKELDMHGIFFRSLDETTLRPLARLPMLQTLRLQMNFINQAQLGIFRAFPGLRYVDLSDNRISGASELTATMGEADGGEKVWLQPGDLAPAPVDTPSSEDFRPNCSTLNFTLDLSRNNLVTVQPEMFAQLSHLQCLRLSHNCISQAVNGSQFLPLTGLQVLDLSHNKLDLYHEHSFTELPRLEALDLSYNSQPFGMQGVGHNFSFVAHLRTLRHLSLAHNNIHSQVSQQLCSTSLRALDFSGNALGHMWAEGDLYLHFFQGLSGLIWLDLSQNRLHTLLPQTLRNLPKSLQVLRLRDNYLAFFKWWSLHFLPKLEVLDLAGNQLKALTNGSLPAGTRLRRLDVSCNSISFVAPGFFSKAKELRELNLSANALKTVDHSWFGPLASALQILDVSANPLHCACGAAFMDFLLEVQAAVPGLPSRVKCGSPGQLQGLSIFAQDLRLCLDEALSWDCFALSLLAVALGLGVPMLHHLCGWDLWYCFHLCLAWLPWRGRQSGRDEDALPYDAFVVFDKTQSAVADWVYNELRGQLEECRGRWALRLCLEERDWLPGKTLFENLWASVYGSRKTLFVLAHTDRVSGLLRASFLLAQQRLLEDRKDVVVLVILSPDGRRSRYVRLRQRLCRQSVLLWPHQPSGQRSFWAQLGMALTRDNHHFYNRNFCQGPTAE
* = called active by the depositor; · = no result given. Not all compounds are listed; rates above refer to the full screens.

SMILES	SRC3 inh	SRC2 inh	MC4R ag barr	MC4R antag cAMP	COUP-TFII inh	SRC1 inh	NOD2 RIPK2 PPI	ABHD5 PLIN5 PPI	LRH-1 inv ag	EBV LMP1 NFkB	TLR9-MyD88 inh
CC1CC(C)(C)CC2(C1)NC(=S)N(c1ccccc1)N2 (configuration not stated)	-9	-14	0.1	9	-4	-11	6	-16	4	-9	4
COc1ccc(C(=O)c2cnc3cc4c(cc3c2C)OCO4)cc1	2	-7	-0.9	4	-3	-3	10	9	-1	-10	9
CC1CCCCN1C(=O)Nc1cccc(C(F)(F)F)c1 (configuration not stated)	6	-3	1.1	21	7	-3	-16	-2	0	-4	-2
O=C1C(=Cc2ccc(Br)o2)C(=O)c2ccccc21	-62	·	-1.2	0	·	-70	-7	0	-76	-32	-1
C#CCOc1ccc2ccccc2c1/C=C(/C#N)c1ccc(C(=O)O)cc1	-8	13	-1.9	3	-2	4	5	-4	-10	6	-5
CCOC(=O)C1CCN(C(=O)CCn2c(=O)[nH]c3ccccc3c2=O)CC1	2	10	0.8	6	-10	10	-7	2	9	11	2
Clc1ccc(CSc2cc3c(nn2)-c2ccccc2CC3)cc1	-48	-22	1.2	-4	-26	-17	6	-9	-42	-27	-3
O=C(COC(=O)c1cccc(OC(F)F)c1)NC1CCCC1	-1	9	-0.8	1	-20	-17	15	6	5	2	-6
N#Cc1ccc(Oc2c(Cl)cncc2Cl)cc1	-1	4	-1.6	17	18	15	-7	-2	16	7	0
O=C(CN(Cc1ccc(Br)cc1)S(=O)(=O)c1ccccc1)NCC1CCCO1 (configuration not stated)	4	13	-0.2	0	11	10	-4	5	-10	2	-10
CN(C)S(=O)(=O)c1ccc(Cl)c(NC(=O)COC(=O)CN2C(=O)NC(C)(C)C2=O)c1	7	14	-1.1	0	-4	8	-5	4	-7	-1	-8
CCOCCn1c(SCC(=O)OCc2ccccc2)nc2c1c(=O)[nH]c(=O)n2C	-8	-40	2.5	26	-40	-12	-2	9	-10	-9	1
O=C1CN(C(=O)CC2c3ccccc3-c3ccccc32)CC(=O)N1	1	-14	-0.1	1	9	-26	-7	-4	-7	-5	0
NC(=O)N/N=C/c1c(O)ccc2oc3c(c12)CCCC3	15	9	-1.0	11	-20	-13	1	0	17	-14	0
COc1cc(/C=C2\CCCc3c2nc2ccccc2c3C(=O)O)cc(Br)c1O	4	-4	1.5	-5	-4	1	9	5	-6	-2	-2

Overlap with the part before: 2 compounds; new compounds follow.
SMILES	SRC3 inh	SRC2 inh	MC4R ag barr	MC4R antag cAMP	COUP-TFII inh	SRC1 inh	NOD2 RIPK2 PPI	ABHD5 PLIN5 PPI	LRH-1 inv ag	EBV LMP1 NFkB	TLR9-MyD88 inh
NC(=O)N/N=C/c1c(O)ccc2oc3c(c12)CCCC3	15	9	-1.0	11	-20	-13	1	0	17	-14	0
COc1cc(/C=C2\CCCc3c2nc2ccccc2c3C(=O)O)cc(Br)c1O	4	-4	1.5	-5	-4	1	9	5	-6	-2	-2
COc1ccccc1-c1sc2cc3c(cc2c1-c1ccc(O)cc1)OCO3	-3	0	0.5	12	-1	-5	-5	-4	-5	-12	-9
CN(C)c1ccc(C(=O)NCc2ccc3c(c2)CCO3)cc1	1	-4	0.7	13	-4	-7	0	4	-21	·	·
O=C(C1CC1)N1CCN=C1SCc1ccccc1	7	17	-1.7	-3	2	6	1	-1	18	1	-8
Cc1ccc2c(CC(=O)Nc3ccc(F)c(S(=O)(=O)N4CCOCC4)c3)coc2c1	20	-10	-3.3	5	-8	-11	-2	-9	-1	-3	-5
Cn1c(OCc2cccnc2)nc2c1c(=O)n(Cc1ccccc1)c(=O)n2C	-33	-20	0.3	11	-6	-6	3	-2	-20	7	-13
O=c1ccc2nc3ccccc3sc-2c1	3	0	·	·	21	-36	14	10	29	·	·
COc1cc(C2C(C(=O)c3ccc(C)o3)=C(O)C(=O)N2Cc2ccccc2)ccc1O (configuration not stated)	-1	10	-3.8	2	-21	-7	2	0	-2	8	14
COc1cccc(Cn2c3ccc(NC(=O)CCc4ccc(F)cc4)cc3c(=O)n2C)c1	-7	32	-0.2	-16	-19	9	-2	-4	21	·	·
O=C(CC1NC(=S)NC1=O)c1ccc(Cl)cc1 (configuration not stated)	-2	-17	1.2	3	13	0	-7	3	-19	5	1
COc1ccc(NC(=O)COC(C)=O)cc1Cl	2	-14	1.0	6	-1	-22	-10	4	33	-12	-5
NC(=S)NNC(=O)/C(=C/c1ccc(Br)cc1)NC(=O)c1ccccc1	-5	-1	0.4	2	-6	-16	-4	-14	-24	-5	-2
Nc1c(-c2ccccc2)cnn1-c1ccc(C(=O)O)cc1	-95	-50	1.1	0	-25	-77	-14	-2	-106	-24	-19
N=c1oc2ccccc2cc1C(=O)Nc1ccc(F)cc1	-91	-53	-0.9	20	-40	-124	15	9	-41	-27	-3
COc1cc(/C=N/NC(=O)CNc2n[nH]c(=O)[nH]c2=O)ccc1OCc1ccccc1	6	-17	-0.1	6	3	-46	-10	5	-9	-3	11
COc1ccc(OC)c(C(C(=O)NC2CCCCC2)N(Cc2ccco2)C(=O)c2ccccn2)c1 (configuration not stated)	-18	3	0.9	-3	-2	3	-9	-15	-17	2	-2
CNC(=O)c1cc2c(s1)CCCCCC2	9	-19	0.9	12	21	-75	-1	4	-35	3	4
N#C/C(=C/c1ccc(-c2ccccc2[N+](=O)[O-])o1)C(=O)NCCN1CCCCC1	15	-1	-2.5	-27	-4	-8	12	0	8	-6	0
Cn1c(=O)c(=O)n(C)c2cc([N+](=O)[O-])c([N+](=O)[O-])cc21	-1	-4	-3.3	1	10	-17	9	100*	-16	-2	11
Cc1[nH]n(-c2ccccc2)c(=O)c1/C=N/NC(=O)c1cccc([N+](=O)[O-])c1	5	-26	-2.5	-3	1	-11	9	-2	8	23	-14
CCN(CC)C(=O)c1cccc(-c2csc(C(C)(O)c3cccc(F)c3)n2)c1 (configuration not stated)	10	13	0.9	8	17	2	8	-2	-18	·	·
S=c1[nH]nc(C2CCCCC2)n1/N=C/c1cccs1	3	30	1.1	16	-13	-1	-7	-9	1	2	-4
COc1ccc(C2=NOC3(CC(=O)N(c4ccc(C)cc4)C3=O)C2)c(OC)c1 (configuration not stated)	-15	9	-2.2	6	-2	-2	-10	0	1	-1	1
Cc1ccc(C(=O)COC(=O)c2cc(Cl)nc3ccccc23)cc1	5	-10	2.7	-2	-10	-32	-8	-4	1	9	-1
O=C(NCCc1ccccc1)C1CCCN1C(=O)Nc1ccc(Cl)cc1 (configuration not stated)	1	-18	0.2	4	-15	-2	0	3	3	-2	1
COc1ccc(CN2C(=O)c3ccccc3C2(C)c2nc3ccccc3[nH]2)cc1 (configuration not stated)	·	-18	·	·	3	·	3	-1	-1	·	·
O=C(O)c1ccc2c(c1Nc1ccccc1)C(=O)c1ccccc1C2=O	2	-5	-3.7	-5	-10	3	-3	1	9	43*	6
CC(=O)c1cccc(NC(=O)C2CCN(S(=O)(=O)c3ccc(F)cc3)CC2)c1	0	-6	1.6	8	-12	7	-7	-1	10	-13	-14
c1ccc(SCc2nc(-c3ccncc3)n[nH]2)nc1	4	-1	2.5	2	4	-11	-7	4	-4	-2	0
N#CCN1C(=O)C(=O)N(Cc2cccc(Cl)c2)C1=O	-7	-1	-0.3	2	7	-19	-5	5	12	·	-8
CCC(C)(C)NC(=O)C(c1ccc(F)cc1)N(Cc1cccs1)C(=O)c1cnccn1 (configuration not stated)	-7	14	-0.3	5	-5	-12	-10	-6	7	-7	-1
COc1ccc(S(=O)(=O)N2CCC(C(=O)NCC3CC3)CC2)cc1	-24	-38	-1.2	-4	-2	1	-3	-7	12	-7	2
O=C(CCc1ccccc1)Nc1c(F)cccc1F	-66	2	-1.6	-7	-28	-76	-1	-2	-101	-9	2
Cc1ccc(N2C(=O)c3ccc(C(=O)O)cc3C2=O)cc1C	-7	1	-2.5	-4	-9	-9	-4	-1	0	-1	4
O=C(NCc1ccc(Cl)cc1)C1CCC(=O)N(C2CC2)C1 (configuration not stated)	10	-7	-2.6	11	12	-12	-1	0	-17	2	2
O=C(c1ccc(Br)cc1)N(Cc1ccco1)C1CCS(=O)(=O)C1 (configuration not stated)	-31	9	-3.7	1	16	-9	-3	-4	-12	9	-4
Cc1ccc(S(=O)(=O)N2CCC(C(=O)N[C@@H](C)C(=O)Nc3ccc(F)cc3)CC2)cc1	8	0	-0.4	-4	4	9	-7	15	2	5	0
COC(=O)/C=C/c1cnc[nH]1	12	-11	-0.3	3	0	-14	9	-7	-6	4	-7
COc1ccc2cc3cc(C(=O)NCCCN4CCC(C)CC4)oc3nc2c1	-30	·	-1.4	0	·	-48	-3	-3	-19	-14	-3
Cc1[nH]c2ccccc2c1C(=O)/C=C/c1ccccc1Cl	-57	-38	-0.1	-10	-9	-69	2	0	-70	-32	-3
COc1ccc(NC(=O)C2Cc3c(-c4ccc(Cl)cc4)ccnc3O2)cc1OC (configuration not stated)	14	30	-1.0	10	64*	18	6	4	29	·	·
COc1cc(/C=N/NC(=O)C2=NNC(=O)C2C)ccc1O (configuration not stated)	-35	-8	-1.8	-2	-7	-56	3	2	-55	-24	-10
CCCn1c(CCC(=O)O)ccc1-c1cccs1	2	5	-0.7	-2	4	0	-12	2	-20	7	-2
CC(C)N1CCc2c(sc(NC(=O)CN3C(=O)c4ccccc4C3=O)c2C(N)=O)C1	2	14	-2.3	-3	14	9	-11	3	-8	-11	-2
COC(=O)c1[nH]c2ccc(F)cc2c1NC(=O)C1=COCCO1	1	-12	-2.3	-6	10	2	-8	13	5	7	-1
CC(C)C[C@H]1COCCS(=O)(=O)N1Cc1cccc(F)c1	-4	-14	1.5	16	1	3	8	-9	-11	3	-5
CCNc1ccc([N+](=O)[O-])cc1	4	6	0.4	8	-16	-32	-6	-2	2	-2	-15
COc1ccc(NC(=O)CCC(=O)Nc2nnc(C(F)(F)F)s2)c(OC)c1	14	8	-0.9	6	3	-5	-2	-3	4	3	-6
